Source: PubChem
EPAC2 ag: activates human EPAC2 exchange factor; Q8WZA2; EPAC2 activation, biochemical qHTS; response scale: 100% = 6.5 mM cAMP response; Potency, µM (titrated, usually from 154 µM), inactives show at the top dose activation, hits mostly activators; 360,000 tested, 0.079% active; AID 720711; further: potency means the concentration at half of the fitted maximal effect; nearly all actives have a fitted effect of over 50% in size
Target sequence (Q8WZA2 whole entry, looked up): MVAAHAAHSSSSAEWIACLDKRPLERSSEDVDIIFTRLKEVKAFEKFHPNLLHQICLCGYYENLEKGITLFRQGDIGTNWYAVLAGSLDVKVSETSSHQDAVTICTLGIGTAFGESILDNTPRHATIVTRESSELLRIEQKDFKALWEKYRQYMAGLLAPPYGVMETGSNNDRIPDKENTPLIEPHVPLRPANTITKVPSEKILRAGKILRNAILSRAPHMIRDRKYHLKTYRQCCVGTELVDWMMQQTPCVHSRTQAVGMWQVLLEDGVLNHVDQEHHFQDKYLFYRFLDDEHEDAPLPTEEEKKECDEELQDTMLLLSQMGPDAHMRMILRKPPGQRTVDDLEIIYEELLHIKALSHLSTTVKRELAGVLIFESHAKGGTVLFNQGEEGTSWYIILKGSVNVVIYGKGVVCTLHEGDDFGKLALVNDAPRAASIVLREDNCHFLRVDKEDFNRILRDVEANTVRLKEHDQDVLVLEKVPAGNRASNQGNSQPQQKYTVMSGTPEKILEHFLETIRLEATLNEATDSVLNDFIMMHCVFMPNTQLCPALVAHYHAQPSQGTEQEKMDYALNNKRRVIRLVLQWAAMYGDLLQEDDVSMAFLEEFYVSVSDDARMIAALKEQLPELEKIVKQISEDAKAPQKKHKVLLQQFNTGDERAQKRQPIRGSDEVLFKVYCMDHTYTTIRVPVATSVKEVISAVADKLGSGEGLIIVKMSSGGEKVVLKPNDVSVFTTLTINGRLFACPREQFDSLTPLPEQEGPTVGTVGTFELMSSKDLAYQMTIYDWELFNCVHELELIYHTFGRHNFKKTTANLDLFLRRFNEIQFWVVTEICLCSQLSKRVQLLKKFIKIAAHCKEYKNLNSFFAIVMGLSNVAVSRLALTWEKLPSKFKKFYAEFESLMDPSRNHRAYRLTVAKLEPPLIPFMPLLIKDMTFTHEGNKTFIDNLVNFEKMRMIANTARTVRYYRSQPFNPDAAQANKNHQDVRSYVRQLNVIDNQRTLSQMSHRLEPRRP
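Compounds were added across a concentration range to EPAC2 (100 nM), RAP1B-BODIPY-GDP (250 nM) and GDP (50 uM). After 5 min at room temperature, fluorescence was recorded at 5-min intervals for 30 min.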
ATXN2 expr inh: reduces ATXN2 reporter expression in HEK-293 cells | HEK-293 ATXN2-luciferase reporter, luminescence, 24 h | Potency, µM (titrated, usually from 57 µM), without a hit: at the highest dose activity change, negative = inhibition, actives largely listed as inhibitors | 360,000 tested, 0.72% active | AID 1745845; further: potency means the concentration at half of the fitted maximal effect; on the % scale 0 is the no-effect control and ±100 the full control effect; nearly all actives have a fitted effect of over 55% in size
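ATXN2-luciferase reporter cells (luciferase flanked by upstream and downstream ATXN2 gene portions) were treated 24 h at 37 °C with compounds at up to 57 uM. SteadyGlo luminescence gave expression; GF-AFC fluorescence gave viability.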
HepG2 viability: HepG2 cytotoxicity, counter-screen for TGF-b inhibitors; HepG2 CAGA-GFP viability, ATP luminescence, 18 h; Potency, µM (top dose mostly 46.1 µM), without a hit: at the highest dose activity change, negative = cytotoxicity, hits mostly cytotoxic; 410,000 tested, 0.76% active; further: potency means the concentration at half of the fitted maximal effect; some results filed as inactive show a strong effect at the top dose
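HepG2 CAGA-GFP cells (1000/well, DMEM with 1% FBS) received compound, then TGF-beta at 500 pg/mL final, and were incubated 18 hours at 37 degrees C. Viability was read by CellTiter-Glo luminescence. Media-only wells were set as complete cell-killing and DMSO as no toxicity.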
TGFb SMAD3 inh: inhibitors of TGF-b signaling. HepG2 CAGA-GFP TGF-b/SMAD3 reporter, GFP fluorescence, 18 h; TGF-beta stimulated, 500 pg/mL final. Potency, µM (series often up to 46.1 µM), for the others: at the top dose activity, negative = inhibition, usual class: inhibitors. 410,000 tested, 1.2% active. AID 588855; further: potency means the concentration at half of the fitted maximal effect; on the % scale 0 is the no-effect control and ±100 the full control effect; nearly all actives have a fitted effect of over 65% in size
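HEPG2 CAGA-GFP cells (1000/well, DMEM with 1% FBS) were pre-incubated 2 h at 37 degrees C, given compound by pin tool, then stimulated with TGF-beta at 500 pg/mL final for 18 h before per-cell GFP fluorescence imaging.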
Nrf2 inh: blocks Nrf2 signaling | Potency, µM (series often up to 46 µM), without a hit: at the top dose activity change, negative = inhibition, actives largely listed as inhibitors | A549 ARE-Fluc reporter, luciferase luminescence, 18-24 h | 360,000 tested, 2.1% active; further: potency means the concentration at half of the fitted maximal effect; on the % scale 0 is the no-effect control and ±100 the full control effect; nearly all actives have a fitted effect of over 60% in size
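A549 ARE_Fluc cells (5000/well, 5% FBS OPTI-MEM) pre-incubated 2 h, then treated with compounds 18-24 h at 37C/5% CO2 in concentration-response. CellTiter-Fluor viability read first; BugLite luciferase luminescence after 15 min at room temperature gives Nrf2 activity.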
Nrf2 ARE act: Nrf2 pathway activation; AREc32 ARE-luciferase reporter (MCF7-derived line), luminescence, 24 h; Potency, µM (top dose mostly 46.1 µM), inactives show top-dose activation, hits mostly activators; 410,000 tested, 0.31% active; AID 624171; further: potency means the concentration at half of the fitted maximal effect; % of control where 0% means no effect; nearly all actives have a fitted effect of over 65% in size
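Steps: seed AREc32_Fluc cells (1000/well, 5% FBS OPTI-MEM); incubate overnight at 37 deg C; add 23 nL compound; incubate 24 hr; add Steady-Glo; hold 30 min RT; read luminescence.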
A549 viability: A549 cytotoxicity, counter-screen for Nrf2 inhibitors; A549 ARE-Fluc cells, CellTiter-Fluor viability, 18-24 h; Potency, µM (series often up to 46 µM), for inactives: at the top dose activity change, negative = cytotoxicity, most hits filed as inhibitors; 390,000 tested, 0.16% active; further: potency means the concentration at half of the fitted maximal effect; on the % scale 0 is the no-effect control and ±100 the full control effect
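A549 ARE_Fluc cells in 5% FBS OPTI-MEM were exposed to compounds in concentration-response for 18-24 h at 37 deg C. Viability was read by CellTiter-Fluor fluorescence (Ex 405/Em 525) after 30 min, before the luciferase read.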
IL2 activator: activates IL-2 in a cell-based reporter assay. 360,000 tested, 0.065% active. activation, % (series mostly up to about 46 µM). IL-2 activation reporter assay, cell-based qHTS; stimulated with anti-CD3/CD4/CD28 beads; in transgenic mouse T cells. AID 652025; in the data active means activation above about 50%; inconclusive means mostly about 30% to 49%; further: 0% is about no effect
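Using fluorescent plate cytometry, EGFP and DsRed are detected in transgenic mouse T cells stimulated 18 h at 37 degrees C with antibody-coated beads after 60 min compound pretreatment.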
ATXN viability: cell viability loss in ATXN counter-screen; Potency, µM (highest dose often 56.7 µM), usual class: cytotoxic; S2 cells (HEK-293 line with an ATXN2-luciferase reporter) viability, CellTiter-Fluor protease fluorescence, 24 h; 400,000 tested, 0.49% active; further: potency means the concentration at half of the fitted maximal effect; nearly all actives have a fitted effect of over 40% in size
The depositor's hits bear a star; i = inactive; ? = inconclusive; · = no result given; & = joins results of further samples; [ ] = another dose, or the depositor's remark. Unless noted, the call rests on the fitted dose curve; in most records, active means well fitted curve in the direction sought with a large enough effect; inconclusive means small, poorly fitted or top-dose-only effect, or another doubt; inactive means no such curve, though single readings can be large; an effect the other way counts as inactive or inconclusive.

| Structure | EPAC2 ag | ATXN2 expr inh | HepG2 viability | TGFb SMAD3 inh | Nrf2 inh | Nrf2 ARE act | A549 viability | IL2 activator | ATXN viability |
| --- | --- | --- | --- | --- | --- | --- | --- | --- | --- |
| O=C(OC(C(=O)Nc1ccc(Cl)c(C(F)(F)F)c1)c1ccccc1)C1=COCCO1 (stereo not given) | -5% | 2% | -16% | ? | -8% | 1.6% | -3% | 1.4 | i |
| CCCC(=O)N1CCCC1(C)C(=O)NCCc1ccccn1 (stereo not given) | 5% | 17% | 10% | 18% | · | -0.2% | · | 0.6 | i |
| O=C(NC(=S)NC1CCS(=O)(=O)C1)c1ccccc1 (stereo not given) | 3% | 4% | 9% | -2% | 12% | 0.1% | -3% | -0.7 | i |
| N#C/C(=C1\CCCN1)c1nc(-c2ccccc2)cs1 | 20% | 17% | -17% | 22% | -16% | 8.2% | -5% | 0.0 | i |
| COc1cc(N)c2ncccc2c1Br | 10% | -2% | 0% | 19% | ? | 18% | 1% | -0.5 | i |
| Cn1nc(C(=O)NC2CCCC2)c2ccccc2c1=O | 8% | · | 1% | 37%[activator] | -15% | 0.4% | 14% | 0.8 | i |
| CC(=O)NCCOc1cccc2ccccc12 | 9% | 11% | -10% | -5% | -18% | 0.3% | -1% | 0.6 | i |
| CC(C)(C)c1cc(NC(=O)COC(=O)c2ccccc2O)n(-c2ccccc2)n1 | -5% | · | -3% | ? | · | -0.2% | · | 0.2 | i |
| CCc1nc2cccnc2n1-c1ccc(CC(=O)O)cc1 | 6% | -2% | 5% | 2% | -12% | -0.6% | 3% | 2.3 | i |
| Cc1ccc(C(=O)NCC(=O)OCC(=O)Nc2ccccc2[N+](=O)[O-])cc1 | -8% | 6% | 0% | 23% | 0% | -0.1% | 5% | -3.7 | i |
| Cc1noc(C)c1S(=O)(=O)N(CC(=O)NCc1ccccc1Cl)c1ccc(C(C)C)cc1 | · | -1% | -58% | ? | ? | 0.5% | 10% | · | i |
| C=CCNc1nc(N(c2ccccc2)c2ccccc2)nc(-n2ccnc2)n1 | -7% | · | -17% | -19% | -22% | 0.1% | 1% | -1.8 | · |
| CC(C)CC(=O)Nc1ccc(S(=O)(=O)Nc2cc3c(cc2N2CCOCC2)n(C)c(=O)c(=O)n3C)cc1 | · | 5% | -32% | ? | ? | 3.9% | -12% | · | i |
| COc1cc(NC(=O)CN2C(=O)C(c3ccc(C)cc3)=NC23CCCCC3)cc(OC)c1 | · | · | -27% | · | ? | -0.3% | -21% | · | · |
| COc1ccc(C(=O)NC(CC(=O)O)c2cc([N+](=O)[O-])ccc2Cl)c(SC)c1 (stereo not given) | 18% | -19%[11.3 µM] | 22% | 4% | 1% | 2.4% | 1% | 0.2 | i |
| COc1cc(OC)c(NC(=O)Cn2cnc3sc(C)c(S(=O)(=O)N4CCOCC4)c3c2=O)cc1Cl | 5% | -2% | -4% | -29% | 4% | 2.0% | 1% | -0.4 | i |
| CC(C)CC(=O)NCC(c1ccc2c(c1)OCO2)N1CCN(c2ccccc2)CC1 (stereo not given) | · | -2% | -30% | -12% | · | 5.3% | -3% | · | i |
| O=C(COC(=O)c1ccccc1C(=O)N1CCN(c2ccccc2)CC1)Nc1ccccc1 | 7% | -17% | -22% | -25% | -11% | 2.0% | -8% | -0.1 | i |
| CCN(CC(=O)NCc1ccc(F)cc1)C(=O)/C=C/c1ccc(OC)c(S(=O)(=O)NC(C)C)c1 | 6% | 10% | 1% | -7% | ? | 0.1% | -10% | 0.4 | ? |
| CCCC(=O)N(CCc1ccccc1)Cc1nc2ccccc2c(=O)[nH]1 | 2% | -2% | -16% | -2% | ? | 0.7% | -28% | -1.9 | i |
| Fc1ccc(-c2noc3ncnc(NCCCN4CCN(c5ccccc5)CC4)c23)cc1 | · | -14% | -20% | -24% | 0% | 6.1% | -13% | · | ? |
| CC(C)n1cc(CN2CCC(C(=O)Nc3cccc(-c4cscn4)c3)CC2)cn1 | 6% | 9% | -4% | 8% | 10% | 2.1% | -1% | -1.9 | i |
| Cc1ccc(OCC(=O)N(Cc2cccc(Cl)c2)C2CCS(=O)(=O)C2)cc1C (stereo not given) | 11% | -13% | -8% | -5% | -11% | 0.2% | 6% | -1.5 | i |
| Cc1cc(NC(=O)CSc2nc3ccccc3c(=O)n2CCCC(=O)NCc2ccccc2)n[nH]1 | 10% | -34% | 2% | 13% | 15% | 0.5% | 1% | 2.3 | i |
| O=C(N/N=C/c1cccc(O)c1)c1ccc(-n2cnnn2)cc1 | 5% | 1% | 9% | 3% | 12% | 0.2% | 2% | -0.4 | i |
| Cc1ccc(C)c(N2CCN(C(=O)CCC(=O)Nc3nnc(CC(C)C)s3)CC2)c1 | -9% | 11% | -2% | 5% | ? | -0.1% | -3% | -2.0 | ? |
| CCOC(=O)c1cc(S(=O)(=O)NC2CCC(C)CC2)cn1C (stereo not given) | -10% | 6% | -19% | -18% | -27% | 0.0% | -3% | -2.9 | i |
| Cc1cccc(NC(=O)c2cc(CN3CCOCC3)on2)c1C | · | 8% | -3% | -2% | ? | -1.3% | 13% | · | ? |
| O=S(=O)(NCc1ccco1)c1ccc(Cl)cc1Cl | 7% | 1% | -24% | 3% | -2% | -0.3% | 2% | 1.6 | i |
| Cc1nnc(SCC(=O)c2c(N)n(C3CC3)c(=O)[nH]c2=O)n1C | -4% | 2% | 14% | -1% | 12% | 0.8% | 17% | -0.1 | i |
| Cc1ccc2c(c1)N(S(=O)(=O)c1cc(-c3onc(C)c3C)ccc1C)CCO2 | 9% | ? | -13%&-32% | ? | 8.2µM* | 0.2%&0.3% | 1%&-1% | -3.2 | i |
| CCOC(=O)c1c(CN2CCN(C)CC2)oc2ccc(OC)cc12 | 8% | -8% | -21% | 16% | 3% | -0.4% | 0% | -2.3 | i |
| CCOCCn1c(N2CCN(c3ccccc3)CC2)nc2c1c(=O)[nH]c(=O)n2C | -5% | 4% | 17% | 7% | -23% | -0.5% | 1% | 0.6 | i |
| Cc1ccc2nc(NC(=O)CSc3cc(C)[nH]c(=O)n3)sc2c1 | · | 10% | -14% | 7% | · | -0.5% | 5% | · | i |
| CCN(C[C@H]1N[C@@](CC)(C(=O)OC)[C@H]2C(=O)N(C)C(=O)[C@@H]12)C(=O)c1ccc(F)cc1 | 3% | 9% | 3% | -1% | -14% | -1.0% | 2% | -0.2 | i |
| COc1ccc(Nc2nc(NCCO)nc(N3CCCC3)n2)cc1 | 5% | 5% | -2% | 1% | -16% | 0.4% | -2% | -0.5 | i |
| COc1ccc(CCNc2ncnc3c2c(C)c(C)n3CCO)cc1OC | 1% | · | -20% | -10% | ? | 5.0% | 1% | -0.6 | ? |
| CCCOc1ccc(-c2nc(N)n[nH]2)cc1 | 2% | 36%[activator] | -9% | 25% | · | -0.9% | -1% | 1.5 | i |
| O=C(NCCOc1ccccc1)C1CCCCC1 | -6% | 48%[activator] | 12% | 14% | ? | 3.3% | -1% | -1.9 | i |
| Cc1cc(C(=O)COc2ccccc2C(N)=O)c(C)n1CC1CCCO1 (stereo not given) | 6% | -4% | 6% | -5% | 4.6µM* | 0.9% | -14% | -1.2 | i |
| Cc1cccc(NC(=O)c2ncn3c2C(=O)NC[C@H]3C)c1 | -8% | 2% | 4% | -15% | · | 3.2% | · | -1.7 | i |
| Cc1ccc(S(=O)(=O)N2CCN(CCOc3ccccc3)CC2)cc1 | 8% | -18% | 0% | -20% | -13% | 2.2% | 0% | -0.3 | i |
| CCN1CCN(c2cc(C)c3cc(NC(=S)N4CCN(c5ccc(F)cc5)CC4)ccc3n2)CC1 | -5% | -23% | -12% | -22% | 10% | 0.2% | -6% | -0.4 | ? |
| Cc1ccc(Sc2ccc(C(=O)N3CCOCC3)cc2[N+](=O)[O-])cc1 | 17% | -22% | -9% | -12% | ? | -0.3% | 2% | -4.3 | i |
| CC(=O)Nc1cc2nc(C)n(Cc3ccccc3)c2nc1C | 2% | -6% | -18% | -8% | -2% | 0.4% | 5% | -0.4 | i |
| O=c1nc(/C=C/c2cc([N+](=O)[O-])ccc2Cl)cc(C(F)(F)F)[nH]1 | -5% | ? | 1% | 1% | ? | 18% | -8% | -2.5 | ? |
| CCC(NC(=O)c1ccc([N+](=O)[O-])cc1[N+](=O)[O-])c1ccccc1 (stereo not given) | -4% | -5% | -31% | -23% | 4% | -0.4% | 2% | 0.9 | i |
| Cc1ccc(CNS(=O)(=O)c2ccc3c(c2)NC(=O)CS3)cc1 | 12% | · | -8% | -30% | -12% | 0.8% | -2% | -0.2 | i |
| CCCc1ccc(-c2cc(C(=O)NN3CCOCC3)c3ccccc3n2)cc1 | -4% | 20% | -2% | 0% | ? | 3.1% | -5% | 0.5 | i |
| Cc1cccc(C(=O)O/N=C2/CC3CCC2(C)C3(C)C)c1 (stereo not given) | 3% | 4% | 3% | -10% | 26% | 4.3% | -1% | -1.1 | i |
| COc1ccc(NC(=O)CN(C)C(=O)CCCc2nc3ccccc3s2)cc1 | -6% | 25% | -21% | 5% | 22% | 1.6% | -5% | -0.8 | ? |
| CCCCN(CC)CCNC(=O)CNC(=O)Cn1ccc2ccccc2c1=O | 5% | · | 7% | 10% | 0% | 3.0% | 14% | -0.5 | i |
| O=C(NCc1ccccc1Cl)[C@H]1CCCN1C(=O)[C@H]1CCCN1C(=O)c1ccccc1 | 7% | 19% | · | · | · | -0.5% | · | -0.4 | ? |
| O=C(COC(=O)/C=C/c1ccc(F)cc1)Nc1cccc(S(=O)(=O)N2CCCC2)c1 | 2% | · | -8% | -9% | ? | 0.0% | -8% | -2.1 | i |
| Cc1ccc(NC(=O)COC(=O)CCOc2ccccc2C)cc1 | 1% | 2% | 1% | -6% | 7% | 0.5% | -1% | 0.1 | i |
| COc1ccc2cc(CCNS(=O)(=O)c3ccc(NC(C)=O)cc3)c(=O)[nH]c2c1 | 5% | -2% | 8% | -1% | 2% | 0.2% | -10% | 1.5 | i |
